TR SRC2 fluor cs – counter-screen for TRb-SRC2 inhibitors: fluorescence interference; TRb/SRC2 Texas Red total fluorescence interference; Potency, µM (series often up to 106 µM), without a hit: at the highest dose fluorescence change, negative = quenching; actives 0.29% (n = 280,000); AID 1479; active = well fitted curve in either direction with a large enough effect; inconclusive = small, poorly fitted or top-dose-only effect; note: % is set by controls: 0 for no effect and ±100 for the full control effect
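Flags fluorescent or light-absorbing compounds by total fluorescence, S + 2P, at 555 nm excitation and 632 nm emission. Mixture: 20 nM Texas Red SRC2 peptide, 0.6 uM human TRb LBD, 1 uM T3, 5% DMSO; compound exposure 5 h at ambient temperature.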
GoLoco inh red – inhibitors of human Gai1-RGS12 GoLoco interaction (red fluorophore) | P63096 | Potency, µM (top dose mostly 61.6 µM), without a hit: top-dose activity, negative = inhibition, hits mostly inhibitors | Gai1:RGS12 GoLoco peptide FP, rhodamine, 10 min | actives 0.44% (n = 230,000); active = well fitted inhibition curve with a large enough effect, not every such curve was filed as active; inactive = no such curve, though single readings can be large or run the other way; note: % is set by controls: 0 for no effect and ±100 for the full control effect; nearly all actives have a fitted effect of over 30% in size; many of its hits are not listed in these tables
Target sequence (P63096 whole entry, looked up): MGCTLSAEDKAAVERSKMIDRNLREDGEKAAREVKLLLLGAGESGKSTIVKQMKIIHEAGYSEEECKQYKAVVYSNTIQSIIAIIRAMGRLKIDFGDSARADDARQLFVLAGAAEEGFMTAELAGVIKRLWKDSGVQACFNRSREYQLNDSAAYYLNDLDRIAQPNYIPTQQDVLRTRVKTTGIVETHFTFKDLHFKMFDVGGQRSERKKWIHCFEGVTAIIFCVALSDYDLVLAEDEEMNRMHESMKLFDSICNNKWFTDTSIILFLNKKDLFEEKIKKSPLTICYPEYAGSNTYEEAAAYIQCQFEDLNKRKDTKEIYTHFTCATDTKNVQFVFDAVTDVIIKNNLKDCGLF
RECQ1 helicase – RECQ1 (human) helicase inhibition | RECQ1 DNA unwinding, red fluorescence kinetic read | Potency, µM (doses to about 57.3 µM), for inactives: at the highest dose activity, negative = inhibition, hits mostly inhibitors | actives 0.54% (n = 240,000) | AID 2549;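 note: plate controls were vehicle for no effect and no enzyme for full effect; nearly all actives have a fitted effect of over 30% in size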
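50 nM RECQ1T1 preincubated 15 min with compound in Tris pH 8.0 buffer with MgCl2, DTT, Tween-20 and 2.5 ug/ml poly(dI-dC); started with 200 nM TAMRA/BHQ-2 forked duplex and 2 mM ATP. Unwinding read as fluorescence (525/598 nm), two reads 2 h apart.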
ALDH1A1 inh – inhibitors of human aldehyde dehydrogenase 1A1. Purified ALDH1A1, NADH fluorescence, propionaldehyde substrate. Potency, µM (doses to about 75.3 µM), for inactives: at the top dose activity, negative = inhibition, actives largely listed as inhibitors. P00352. actives 7.3% (n = 220,000); active = well fitted inhibition curve with a large enough effect, not every such curve was filed as active; inconclusive = small, poorly fitted or top-dose-only effect, or another doubt; inactive = no such curve, though single readings can be large or run the other way;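 note: plate controls were no enzyme wells and a reference inhibitor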
TRb SRC2 PPI – TRbeta-SRC2 interaction inhibition | TRbeta-SRC2 peptide binding, fluorescence polarization; receptor liganded with 1 µM T3 | Potency, µM (highest dose often 106 µM), for inactives: at the top dose activity change, negative = inhibition, hits mostly inhibitors | actives 0.065% (n = 280,000) | AID 1469;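 note: plate controls were bound peptide for no effect and peptide without receptor for full effect; nearly all actives have a fitted effect of over 50% in size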
Target sequence (P10828 whole entry, looked up): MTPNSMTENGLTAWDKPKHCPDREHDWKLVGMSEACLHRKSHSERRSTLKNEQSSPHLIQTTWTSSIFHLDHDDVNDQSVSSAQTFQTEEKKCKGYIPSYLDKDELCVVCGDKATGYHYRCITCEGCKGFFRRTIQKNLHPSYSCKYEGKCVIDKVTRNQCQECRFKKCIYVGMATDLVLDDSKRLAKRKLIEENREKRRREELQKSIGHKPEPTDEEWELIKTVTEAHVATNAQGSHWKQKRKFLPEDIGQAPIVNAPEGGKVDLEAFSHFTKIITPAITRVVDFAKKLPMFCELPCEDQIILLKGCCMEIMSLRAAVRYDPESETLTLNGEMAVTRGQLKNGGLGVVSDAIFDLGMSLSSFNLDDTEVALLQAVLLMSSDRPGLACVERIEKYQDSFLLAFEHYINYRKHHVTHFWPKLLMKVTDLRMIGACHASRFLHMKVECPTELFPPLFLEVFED
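Polarization signal, normalized between peptide-alone and full complex controls, measured compound effects on T3-liganded human TRb LBD (0.6 uM) binding 20 nM Texas Red SRC2 peptide after 5 hr.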
SMN2 splice enh – SMN2 splice variant enhancement; Potency, µM (series often up to 46.1 µM), without a hit: top-dose activity change, positive = activation, hits mostly activators; AID 1458; HEK293 SMN2-luciferase splicing reporter, luminescence, 30-36 h; actives 2.8% (n = 210,000); note: % of control where 0% means no effect; nearly all actives have a fitted effect of over 55% in size
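HEK293 cells carry an SMN2 […]–luciferase reporter in which exon 7 inclusion puts luciferase in frame. Cells were plated 10-12 h before compound addition, then incubated 30-36 h at 37C. ONE-Glo luminescence was read; sodium butyrate at 4.5 mM final served as control.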
JMJD2E inh – JMJD2E (human) inhibition; JMJD2E catalytic domain, FDH-coupled NADH fluorescence (FDH is formaldehyde dehydrogenase); Potency, µM (series often up to 57.1 µM), for the others: at the top dose activity change, negative = inhibition, usual class: inhibitors; AID 2147; actives 1.6% (n = 230,000); B2RXH2; active = well fitted inhibition curve with a large enough effect, not every such curve was filed as active; inconclusive = small, poorly fitted or top-dose-only effect, or another doubt; inactive = no such curve, though single readings can be large or run the other way;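 note: 0% = wells with enzyme and -100% = buffer wells without enzyme; nearly all actives have a fitted effect of over 50% in size; many of its hits are not listed in these tables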
LMNA splice mod – modulators of lamin A splicing; HeLa LMNA splicing GFP/RFP minigene ratio, 48 h; AID 1487; Potency, µM (highest dose often 46.1 µM), for inactives: top-dose ratio change, negative = inhibition, actives largely listed as inhibitors; actives 0.01% (n = 200,000); active = well fitted inhibition curve with a large enough effect in the signal ratio, with a control signal flat, not every such curve was filed as active; inconclusive = small, poorly fitted or top-dose-only effect, or effect the other way, or a change in a side signal; the % refers to the signal ratio; note: % is set by controls: 0 for no effect and ±100 for the full control effect
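S3 HeLa stable clones carrying a lamin A-EGFP splicing minigene plus DsRed2 were seeded at 600 cells/well in Opti-MEM with 2% FBS, pin-dosed and incubated 48 h at 37°C. Acumen cytometry (488 nm) gave the GFP/RFP total-intensity ratio.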
* = called active by the depositor; i = inactive; ? = inconclusive; . = not tested or not shown; & = joins results of further samples; ! = not confirmed by another sample; [ ] = another dose, or the depositor's remark. Unless noted, calls come from the whole dose curve; as a rule, active = well fitted curve in the direction sought with a large enough effect; inconclusive = small, poorly fitted or top-dose-only effect, or another doubt; inactive = no such curve, though single readings can be large; an effect the other way counts as inactive or inconclusive. Potency is the fitted concentration of half-maximal effect.

SMILES	TR SRC2 fluor cs	GoLoco inh red	RECQ1 helicase	ALDH1A1 inh	TRb SRC2 PPI	SMN2 splice enh	JMJD2E inh	LMNA splice mod
O=C(CCN1C(=O)c2ccncc2C1=O)NCc1ccc(Cl)cc1	-2%	-7%	-9%	15%	-4%	10%	2%	9%
Cc1ccc(C(=O)NC(=S)Nc2ccc(N3CCOCC3)cc2)c(C)c1	0%	18%	i	32µM*	5%	125%	4%	?
CC(CN(C)C)CN1c2ccccc2CCc2ccccc21 (stereo not given)	-1%&-1%&-1%	6%&1%&10%	?	3%&-1%	10%&2%&4%	-19%&-18%	-14%&1%&0%	?
CCc1ccc(/C=N/N2CCN(c3ccccn3)CC2)cc1	1%	7%	-4%	.	6%	.	12%	.
COC(=O)C(C(=O)Nc1ncccn1)C1CCCCCC1 (stereo not given)	0%	-8%	-4%	?	-5%	.	-6%	-3%
O=C(NCCc1c[nH]c2ccccc12)C(=O)NCC1OCCCN1S(=O)(=O)c1ccccc1 (stereo not given)	-8%	14%	i	?	9%	-24%	-24%	?
CC(C)(C)c1ccc(C(=O)NNC(=O)c2cccc(Br)c2)cc1	1%	4%	-9%	12%	-6%	?	10%	-5%
COc1ccc(-c2n[nH]c(C)c2-c2cnn(-c3ccccc3)c2)c(O)c1C	-1%	5%	-6%	9%	-13%	-16%	?	?
CCOC(=O)N1CCN(C(=O)C2CCCN(S(=O)(=O)c3cccnc3)C2)CC1 (stereo not given)	-1%	5%	-9%	0%	2%	2%	-2%	4%
Cc1ccc(Cn2nc(C)c(NC(=O)c3nn(C)cc3Cl)c2C)cc1	4%	-14%	0%	-5%	1%	-9%	-5%	-4%
CCOC(=O)C1=C(C)Nc2nnnn2C1c1cccc(OC)c1OC (stereo not given)	-5%	.	-3%	14%	2%	.	-8%	1%
COc1ccc(/C=N/NC(=O)c2cccc([N+](=O)[O-])c2)cc1OC(=O)c1ccccc1	0%	15%	-12%	?	-13%	26%	-4%	?
CCOC(=O)Cc1nc2ccccc2n(CC#N)c1=O	0%	29%	1%	?	-4%	23%	?	8%[46 µM]
CC(=O)Nc1ccc(/C=C(\C#N)C(=O)NCc2ccccc2)cc1	-1%	36%[activator]	0%	-9%	-6%	0%	-6%	-5%
O=C(N/N=C/c1ccccn1)c1ccc([N+](=O)[O-])cc1	-14%	5%	4%	-7%	-11%	4%	?	-8%[9.22 µM]
NC(=O)COc1ccc(Cc2ncc(C(F)(F)F)cc2Cl)cc1	-1%	7%	i	8%	0%	-14%	4%	-10%[46 µM]
CN(C)/N=C/c1ccc(Sc2ccccc2[N+](=O)[O-])o1	-2%	0%	-6%	?	2%	11%	-3%	?
CC(Oc1ccc(Cl)cc1Cl)C(=O)NCCC1=CCCCC1 (stereo not given)	1%	-4%	0%	-8%	-9%	-14%	10%	?
CC(=O)Oc1c(C)cc(Cl)cc1C(=O)Nc1ccc([N+](=O)[O-])cc1Cl	-6%	1%	-2%	14%	-8%	-42%[inhibitor]	5%	?
O=C(NCCCN1CCCC1=O)c1cncc(Br)c1	2%	-14%	-10%	-5%	-16%	?	-6%	12%
COCCOc1ccc(C(F)(F)F)cc1NC(=O)c1ccc(C)cc1	-6%	0%	-9%	?	-4%	-18%	?	-9%
Cc1nc(NS(=O)(=O)c2ccccc2)sc1C(C)(C)C	-7%	-7%	i	5µM*	-1%	-1%	0%	?
O=C(O)CC12CC3CC(C1)CC(n1ncc(N4CCC5(CC4)OCCO5)c(Cl)c1=O)(C3)C2	0%	-6%	-2%	.	-2%	.	-3%	.
Cc1ccccc1CS(=O)(=O)CCC(=O)O	1%	9%	i	4%	3%	.	4%	.
O=C(NCCCc1ccccc1)c1ccccc1O	-6%	-15%	-2%	?	0%	-17%	-7%	8%
COc1ccc([N+](=O)[O-])cc1N(CC(=O)NCCCOC(C)C)S(C)(=O)=O	-3%	-11%	i	4%	3%	3%	3%	.
C/C(Cn1nc([N+](=O)[O-])cc1C)=N\NC(=O)COc1c(Cl)cc(Cl)cc1Cl	-3%	4%	-15%	-9%	0%	-7%	-4%	-3%
O=C(/C=C/c1ccc(O)c(O)c1)OC1C[C@](O)(C(=O)O)C[C@@H](O)[C@H]1O (stereo not given in full)	-3%&-2%	-26%&-19%	-3%&-14%	24µM*!	-2%&-2%	6%&0%	.	.
O=C(O)c1ccc(-n2ccnc2)c([N+](=O)[O-])c1	0%	-8%	-4%	6%	-2%	2%	-12%	-2%
C/C(=N\NC(=O)C1CC1)c1ccc(Cl)c(Cl)c1	-3%	7%	-6%	6%	2%	-24%	3%	-7%
CCN(CC)C(=O)C[n+]1ccc(C(N)=O)cc1	-1%	-4%	2%	-2%	0%	6%	-3%	.
CC1CCCC(NCC(=O)Nc2ccc(C(N)=O)cc2)C1C (stereo not given)	-2%	10%	-2%	?	-1%	5%	18%	?
NNC(=O)c1ccc(CN2CCCCC2)o1	-1%	-11%	5%	7%	-1%	-4%	84%[activator]	7%[46 µM]
O=C(c1ccc(N2CCCCS2(=O)=O)cc1)N1CCN(c2ccc(N3CCOCC3)nn2)CC1	-1%	4%	-2%	?	-8%	-5%	?	-2%
CCCCN(CC)Cc1c(C)[nH]c2ccccc2c1=O	-1%	-2%	i	11%	6%	13%	8%	14%
CC(=O)O[C@@H]1C[C@H]2C(C)(C)C(=O)C=C[C@]2(C)[C@H]2CC[C@@]3(C)[C@H](c4ccoc4)OC(=O)[C@H]4O[C@]43[C@@]21C	-5%	6%	0%	-9%	-2%	-90%[inhibitor]	-7%	?
Cc1cc([N+](=O)[O-])nn1CC(=O)Nc1sc2c(c1C(N)=O)CCCC2	-1%	7%	-6%	?	5%	21%	-3%	8%[46 µM]
S=C(Nc1ccc(Br)cc1Cl)NC1CCN(Cc2ccccc2)CC1	1%	24%	22%	0.63µM*	8%	-68%[inhibitor]	-4%	.
CCOC(=O)N1CCc2c(sc(NC(=O)c3ccc(Cl)s3)c2C(N)=O)C1	-5%	64%[activator]	-4%	19µM*	8%	-92%[inhibitor]	?	?
COc1cccc(-c2ccc(SCC(=O)N3CCc4ccccc43)nn2)c1	-22%	20%	-3%	20µM*	3%	25%	-1%	-9%
O=c1[nH]c2ccccc2n1Cc1ccc(Cl)cc1	-1%	-3%	-6%	4%	-6%	-11%	-1%	?
CO[C@@H]1COC(=O)[C@@H](CCSC)NC(=O)C/C=C\[C@@H](C)COC(=O)CCC[C@H]1C	-2%[11.2 µM]	.	-4%[11.5 µM]	4%[13.5 µM]	8%[11.2 µM]	.	.	.
COCCCNC(=S)N/N=C/c1ccc(OC)cc1	-1%	3%	-4%	2%	-11%	.	-1%	.
COc1ccc(CCNS(=O)(=O)c2cc(C(=O)O)c(Cl)cc2Cl)cc1	2%	0%	i	?	0%	9%	-3%	-5%[46 µM]
O=C(c1cccc(S(=O)(=O)Nc2ccccc2F)c1)N1CCN(c2ccccc2F)CC1	-1%	14%	i	?	-13%	-11%	2%	?
Cn1cccc1CC(=O)NNC(=O)Nc1cccc(Cl)c1	5%	17%	-6%	17%	5%	-3%	-4%	-17%
Cc1ccnc(NC(=O)c2ccc(Cl)c(NC(=O)C(C)Oc3ccccc3)c2)c1 (stereo not given)	-7%	23%	-12%	-5%	-2%	.	11%	?
O=C(C1=C[C@@H]2[C@H]3C(=O)N(c4cccc(Cl)c4)C(=O)[C@H]3[C@@H](C(=O)c3ccc(Cl)cc3)N2C=C1)c1ccccc1	3%	210%[activator]	-21%	?	-1%	-5%	-29%	-2%
Cc1nc(C)n(C(=O)N(c2ccccc2)c2ccccc2)n1	-2%	1%	-5%	2%	0%	8%	3%	8%
Cc1c(N(C)C)c(=O)n(-c2ccccc2)n1C	?	-6%	12%	0%	-2%[201 µM]	-3%	7%[25.5 µM]	?
Cc1cc(NC(=O)CCC(=O)N(c2cccnc2)C(C(=O)NC2CCCC2)c2ccccc2)no1 (stereo not given)	-3%	6%	0%	1%	-3%	2%	2%	3%
COc1ccccc1N1CCN(C(CNC(=O)c2ccco2)c2cccnc2)CC1 (stereo not given)	1%	6%	-1%	?	-7%	-58%[inhibitor]	-2%	?

Of the compounds above, these contain an aryl methoxy group:
SMILES	TR SRC2 fluor cs	GoLoco inh red	RECQ1 helicase	ALDH1A1 inh	TRb SRC2 PPI	SMN2 splice enh	JMJD2E inh	LMNA splice mod
COc1ccc(-c2n[nH]c(C)c2-c2cnn(-c3ccccc3)c2)c(O)c1C	-1%	5%	-6%	9%	-13%	-16%	?	?
CCOC(=O)C1=C(C)Nc2nnnn2C1c1cccc(OC)c1OC (stereo not given)	-5%	.	-3%	14%	2%	.	-8%	1%
COc1ccc(/C=N/NC(=O)c2cccc([N+](=O)[O-])c2)cc1OC(=O)c1ccccc1	0%	15%	-12%	?	-13%	26%	-4%	?
COc1ccc([N+](=O)[O-])cc1N(CC(=O)NCCCOC(C)C)S(C)(=O)=O	-3%	-11%	i	4%	3%	3%	3%	.
COc1cccc(-c2ccc(SCC(=O)N3CCc4ccccc43)nn2)c1	-22%	20%	-3%	20µM*	3%	25%	-1%	-9%
COCCCNC(=S)N/N=C/c1ccc(OC)cc1	-1%	3%	-4%	2%	-11%	.	-1%	.
COc1ccc(CCNS(=O)(=O)c2cc(C(=O)O)c(Cl)cc2Cl)cc1	2%	0%	i	?	0%	9%	-3%	-5%[46 µM]
COc1ccccc1N1CCN(C(CNC(=O)c2ccco2)c2cccnc2)CC1 (stereo not given)	1%	6%	-1%	?	-7%	-58%[inhibitor]	-2%	?

Assay outcomes as filed in PubChem BioAssay.

A portion of the library, so the mix of outcomes need not match the whole.
